KB-V1 MDR tox: qHTS assay for MDR1-selective chemotherapeutics: Primary screen using the drug-selected MDR subline cells KB-V1; KB-V1 MDR cells viability, CellTiter-Glo, 72 h; Potency, µM (highest dose often 46.1 µM), without a hit: at the top dose activity change, negative = cytotoxicity, usual class: cytotoxic; 3.4% of 400,000 active; AID 1347076, 2019; also: potency is read from the fitted curve at half-maximal effect; % is scaled to controls: 0 for no effect and ±100 for the full control effect; nearly all actives have a fitted effect of over 60% in size
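qHTS viability screen in drug-selected KB-V1 MDR cells: 72 h compound treatment at 37 degrees C, ATP luminescence end point.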
MCF10A rerep: A quantitative high throughput screen for small molecules that induce DNA re-replication in MCF 10a normal breast cells | MCF 10A DNA re-replication, Hoechst nuclear intensity, 48 h | Potency, µM (doses to about 46.1 µM), for inactives: at the highest dose activity, positive = re-replication, most hits filed as activators | 2.9% of 350,000 active | AID 624296, 2012; also: potency is read from the fitted curve at half-maximal effect; % of control where 0% means no effect; nearly all actives have a fitted effect of over 50% in size
KB-3-1 tox: qHTS assay for MDR1-selective chemotherapeutics: Primary screen using the parental adenocarcinoma cell KB-3-1; Potency, µM (titrated, usually from 46.1 µM), for inactives: top-dose activity change, negative = cytotoxic, most hits filed as cytotoxic; 1.4% of 400,000 active; AID 1347075, 2019; KB-3-1 viability, CellTiter-Glo ATP luminescence, 72 h; also: potency is read from the fitted curve at half-maximal effect; % is scaled to controls: 0 for no effect and ±100 for the full control effect; nearly all actives have a fitted effect of over 60% in size
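Screening of KB-3-1 cells (DMEM, 10% FBS, phenol-red free) ran from lowest to highest compound concentration; after 72 h at 37 °C viability was read luminescently and curves fitted.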
HT1080 IDH1KD tx: qHTS for induction of synthetic lethality in tumor cells producing 2HG: qHTS for the HT-1080-IDH1KD cell line; 2% of 360,000 active; AID 686971, 2013; Potency, µM (top dose mostly 46.1 µM), inactives show at the highest dose activity, negative = toxicity, hits mostly cytotoxic; HT-1080 IDH1 knockdown viability, ATP luminescence, 48 h;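 also: potency is read from the fitted curve at half-maximal effect; 0% = DMSO wells and -100% = cell-free medium wells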
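Assay cells: HT-1080 with IDH1 knockdown, 750 per well, RPMI/5% FBS. Exposure: 48 h at 37 °C following 2 h pre-incubation. Read: CellTiter-Glo luminescence; fitted concentration-response, curve class assigned.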
IL1B secr inh: qHTS for Inhibitors of Inflammasome Signaling: IL-1-beta AlphaLISA Primary Screen; THP-1 LPS/ATP IL-1B secretion, AlphaLISA, 16 h; stronger effect = lower value; activity change, % at 57.5 µM; 4.7% of 360,000 active; AID 743279, 2014; in the data active = activity change below about -50%; inconclusive = mostly about -30% to -49%; also: % is scaled to controls: 0 for no effect and ±100 for the full control effect
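Secreted IL-1B measured by AlphaLISA bead assay after 16 h compound exposure of THP-1 cells; compounds (final up to 57.5 uM) added 1 h before LPS (250 ng/mL) and ATP (1.25 mM) stimulation; lower signal means less secretion.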
HT1080NT lethal: qHTS for induction of synthetic lethality in tumor cells producing 2HG: qHTS for the HT-1080-NT fibrosarcoma cell line. HT-1080-NT fibrosarcoma viability, CellTiter-Glo ATP luminescence, 48 h. Potency, µM (series often up to 46.1 µM), for inactives: top-dose activity, negative = less viability, actives largely listed as cytotoxic. 1.6% of 360,000 active. AID 686970, 2013;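 also: NT is the 2HG producing partner of a matched IDH1 knockdown line; potency is read from the fitted curve at half-maximal effect; 0% = DMSO-treated cells and -100% = media-only wells without cells; nearly all actives have a fitted effect of over 55% in size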
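Read-out is CellTiter-Glo luminescence after 10 minutes at room temperature, following 48 hours' compound treatment of HT-1080-NT cells (750 cells/well, RPMI, 5% FBS, 37 degrees C).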
ATXN2 expr inh: Primary qHTS for Inhibitors of ATXN expression. 0.72% of 360,000 active. Potency, µM (titrated, usually from 57 µM), for inactives: at the top dose activity change, negative = inhibition, hits mostly inhibitors. AID 1745845, 2022. HEK-293 ATXN2-luciferase reporter, luminescence, 24 h; also: potency is read from the fitted curve at half-maximal effect; % is scaled to controls: 0 for no effect and ±100 for the full control effect; nearly all actives have a fitted effect of over 55% in size
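qHTS (up to 57 uM final) was run with 24 h compound exposure of reporter cells at 37 °C. Each well was multiplexed: SteadyGlo luminescence measured ATXN2-luciferase expression after a fluorogenic Gly-Phe-AFC viability readout (25 uM final).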
SW480 rereplic: A quantitative high throughput screen for small molecules that induce DNA re-replication in SW480 colon adenocarcinoma cells; SW480 DNA re-replication, Hoechst DNA content imaging, 48 h; Potency, µM (doses to about 46.1 µM), for the others: top-dose re-replication activation, hits mostly activators; 1.8% of 340,000 active; also: potency is read from the fitted curve at half-maximal effect; % of control where 0% means no effect; nearly all actives have a fitted effect of over 55% in size
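Quantitative HTS format with DMSO vehicle controls; 48 hr drug incubation at 37 C, then 40 min Hoechst staining and scanning imager measurement at 405 nm excitation.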
WRN inhibitor: qHTS for Inhibitors of WRN Helicase. Bifunctional 3'-5' exonuclease/ATP-dependent helicase WRN (Homo sapiens), Q14191. 0.46% of 360,000 active. WRN helicase unwinding, fluorescent forked duplex, kinetic. Potency, µM (top dose mostly 114 µM), inactives show at the highest dose activity change, negative = inhibition, hits mostly inhibitors. AID 651768, 2012; also: potency is read from the fitted curve at half-maximal effect; % is scaled to controls: 0 for no effect and ±100 for the full control effect; nearly all actives have a fitted effect of over 55% in size
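Screening of the MLSMR collection measured strand separation of a quenched forked DNA duplex (100 nM) by 20 nM WRN with 2 mM ATP, all final. Compounds were preincubated with enzyme 15 min at room temperature.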
Numbers without * were called inactive; ? = inconclusive; · = no result given; [ ] = another dose, or the depositor's remark. Unless noted, calls follow the shape of the dose curve; as a rule, active = well fitted curve in the direction sought with a large enough effect; inconclusive = small, poorly fitted or top-dose-only effect, or another doubt; inactive = no such curve, though single readings can be large; an effect the other way counts as inactive or inconclusive.

SMILES	KB-V1 MDR tox	MCF10A rerep	KB-3-1 tox	HT1080 IDH1KD tx	IL1B secr inh	HT1080NT lethal	ATXN2 expr inh	SW480 rereplic	WRN inhibitor
O=C(CSc1nc2ccccc2o1)Nc1ccccc1N1CCCCCC1	-20.2%	?	?	-5.8%	-1.2	-4.1%	-23.9%	4.5%	-10.7%
Cc1ccc(-n2nc(C(N)=O)nc2-c2ccccc2)cc1	-2.2%	1.0%	-1.5%	-0.3%	-1.6	-0.1%	·	-19.9%	3.8%
COCC(C)NC(=O)c1cc(OC)cc(OC)c1 (centres undefined)	-2.2%	-15.9%	8.1%	8.8%	-14.8	0.3%	-0.7%	6.3%[1.84 µM]	-3.4%[57.1 µM]
CSc1nc(N)cc(=O)[nH]1	5.9%	-4.6%	-0.6%	-2.2%	1.8	-1.1%	·	-3.5%	-8.1%
Cc1cc(C)n(-c2cc(O)c(-n3nc(C)cc3C)cc2O)n1	12.9%	2.0%	-1.0%	2.0%	-8.3	-2.6%	-17.8%	28.2%	8.6%
CCN1C(=O)/C(=C\N2CCN(C(=O)c3ccco3)CC2)SC1=S	-28.6%	?	4.4%	3.9%	15.1	5.9%	2.5%	0.8%	15.1%
COc1ccc(OC)c(S(=O)(=O)Nc2cc3c4c(c2)CCC(=O)N4CCC3)c1	-23.6%	7.7%	-21.5%	-10.7%	13.7	-3.2%	12.4%	-11.1%	3.1%
Cc1cc(C)c(OCC(=O)OCC(=O)NCC2CCCCC2)c(C)c1	0.1%	-1.4%	-4.8%	-1.8%	-3.5	-7.4%	-7.0%	-2.9%	-5.3%
CCCCCCCCCC1NC(C(=O)O)Cc2c1[nH]c1ccccc21 (centres undefined)	17.9%	·	-5.5%	-0.8%	-9.6	-7.6%	·	·	6.5%
CCOc1ccc(C(CC(=O)O)NC(=O)c2cccs2)cc1 (centres undefined)	5.7%	-40.1%[inhibitor]	15.1%	10.8%	5.0	4.4%	-3.0%	-1.0%	-25.8%
O=C(Oc1ccc(Nc2ncnc3ccccc23)cc1)c1cccnc1	8.3%	9.6%	1.3%	5.0%	18.7	-6.3%	·	-13.8%	0.0%
COc1ccc(NC(=O)Nc2cc(C)ccc2OC)cc1	-28.1%	4.1%	-8.3%	-0.4%	-16.3	9.8%	9.1%	-7.1%	-5.3%
Cc1cccnc1C(NC(=O)C1CCN(CCCc2ccccc2)CC1)c1ccc(Cl)cc1 (centres undefined)	2.4%	·	-0.2%	?	-57.2*	25.9µM*	?	·	-3.5%
Cc1c(C(=O)NCc2ccccc2F)oc2ccccc12	4.4%	0.6%	-3.8%	-3.8%	-15.7	-17.7%	3.0%	?	4.1%
COc1cc(C(=S)N2CCCC2)ccc1O	21.1%	-6.2%	5.7%	-2.3%	-6.8	6.1%	1.4%	-5.5%	-26.8%
Cn1cc(CN2CCCC(C(=O)c3ccc(-c4ccccc4)cc3)C2)cn1 (centres undefined)	-6.7%	0.1%	-11.3%	-24.4%	-13.3	?	·	8.0%	10.3%
c1ccc(OCCOc2ccccc2-c2nnco2)cc1	-12.1%	-2.8%	0.4%	11.6%	0.0	24.4%	34.2%[activator]	-5.7%	-15.5%
Cc1ccc(N(CCC#N)C(=O)CCl)cc1C	?	23.1µM*	?	13µM*	-97.9*	9.2µM*	?	7.31µM*	-6.6%
COc1ccc(CC(=O)OCC(=O)NCc2ccccc2Cl)cc1	22.0%	3.6%	0.3%	-9.6%	7.2	1.2%	-2.5%[11.3 µM]	-1.1%	-14.9%
CCCCOC(=O)c1nnc(-c2ccc(Cl)cc2)o1	4.1%	2.8%	5.2%	14.7%	22.3	3.0%	-9.3%	-7.7%	6.7%
Cc1cc(C)cc(OCC(=O)N(Cc2ccccc2)C2CCS(=O)(=O)C2)c1 (centres undefined)	-27.9%	2.1%	-9.7%	0.8%	-11.6	-18.4%	5.5%	-8.9%	1.4%
COc1cc(CNCCC2CCOC(C)(C)C2)ccc1O (centres undefined)	0.0%	8.0%	20.8%	14.6%	-21.3	12.9%	-24.9%	-2.5%	-5.5%
Cc1nc(N2N=C(c3ccc(Cl)cc3)CC2c2ccco2)sc1C(=O)N(C)C (centres undefined)	?	23.1µM*	-9.0%	?	?	-24.0%	2.4%	18.4µM*	-6.8%
CC1(C(=O)NS(=O)(=O)c2ccccc2)CCN1C(=O)CCc1ccccc1 (centres undefined)	-0.3%	·	0.0%	?	-8.2	8.0%	-0.6%	·	3.0%
CC1(C(=O)Nc2cccc(Oc3ccccc3)c2)CCN1Cc1ccccc1OC(F)F (centres undefined)	4.3%	·	0.0%	-18.3%	-12.7	-24.7%	-2.0%	·	-3.5%
COc1cccc(/C=C/C(=O)c2c(O)cc(C)oc2=O)c1O	-17.3%	?	?	-12.2%	-80.7*	-12.5%	4.2%	18.7%	-16.5%

Individual results from the list.
COc1cc(CNCCC2CCOC(C)(C)C2)ccc1O (centres undefined) @ KB-3-1 tox = 20.8%
Cc1nc(N2N=C(c3ccc(Cl)cc3)CC2c2ccco2)sc1C(=O)N(C)C (centres undefined) @ HT1080NT lethal = -24.0%

Molecules from the list above that contain a Cl atom:
SMILES	KB-V1 MDR tox	MCF10A rerep	KB-3-1 tox	HT1080 IDH1KD tx	IL1B secr inh	HT1080NT lethal	ATXN2 expr inh	SW480 rereplic	WRN inhibitor
Cc1cccnc1C(NC(=O)C1CCN(CCCc2ccccc2)CC1)c1ccc(Cl)cc1 (centres undefined)	2.4%	·	-0.2%	?	-57.2*	25.9µM*	?	·	-3.5%
Cc1ccc(N(CCC#N)C(=O)CCl)cc1C	?	23.1µM*	?	13µM*	-97.9*	9.2µM*	?	7.31µM*	-6.6%
COc1ccc(CC(=O)OCC(=O)NCc2ccccc2Cl)cc1	22.0%	3.6%	0.3%	-9.6%	7.2	1.2%	-2.5%[11.3 µM]	-1.1%	-14.9%
CCCCOC(=O)c1nnc(-c2ccc(Cl)cc2)o1	4.1%	2.8%	5.2%	14.7%	22.3	3.0%	-9.3%	-7.7%	6.7%
Cc1nc(N2N=C(c3ccc(Cl)cc3)CC2c2ccco2)sc1C(=O)N(C)C (centres undefined)	?	23.1µM*	-9.0%	?	?	-24.0%	2.4%	18.4µM*	-6.8%

From PubChem BioAssay
